mcGAS lum = cyclic GMP-AMP synthase inhibitors, mouse, primary biochemical chemiluminescence; Q8C6L5; recombinant cGAS, Kinase-Glo ATP depletion luminescence; inhibition, % at 12.5 µM; 0.15% of 160,000 active;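 also: 0% = negative control wells and 100% = reference inhibitor with no enzyme activity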
NPYLR7 ag = agonists of mosquito NPYLR7 receptor, primary screen, cell-based, Aedes aegypti, calcium fluorescence, mosquito biting behavior | Aedes aegypti neuropeptide Y-like receptor 7 (NPYLR7) | HEK293T NPYLR7/Galpha15, GCaMP6s calcium fluorescence | activation, % at 10 µM | 0.15% of 270,000 active; in the data active = activation above about 40%;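 also: 0% = vehicle and 100% = reference agonist at the receptor; some compounds past the cut are filed as inactive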
hcGAS inh = Primary biochemical luminescence assay for human cyclic GMP-AMP synthase inhibitors; AID 1259398, 2018; recombinant h-cGAS, ATP depletion, Kinase-Glo luminescence; inhibition, % at 12.5 µM; Q8N884; 0.081% of 290,000 active;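 also: 0% = vehicle reaction and 100% = reaction without DNA for no activity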
Target sequence (Q8N884 whole entry, looked up): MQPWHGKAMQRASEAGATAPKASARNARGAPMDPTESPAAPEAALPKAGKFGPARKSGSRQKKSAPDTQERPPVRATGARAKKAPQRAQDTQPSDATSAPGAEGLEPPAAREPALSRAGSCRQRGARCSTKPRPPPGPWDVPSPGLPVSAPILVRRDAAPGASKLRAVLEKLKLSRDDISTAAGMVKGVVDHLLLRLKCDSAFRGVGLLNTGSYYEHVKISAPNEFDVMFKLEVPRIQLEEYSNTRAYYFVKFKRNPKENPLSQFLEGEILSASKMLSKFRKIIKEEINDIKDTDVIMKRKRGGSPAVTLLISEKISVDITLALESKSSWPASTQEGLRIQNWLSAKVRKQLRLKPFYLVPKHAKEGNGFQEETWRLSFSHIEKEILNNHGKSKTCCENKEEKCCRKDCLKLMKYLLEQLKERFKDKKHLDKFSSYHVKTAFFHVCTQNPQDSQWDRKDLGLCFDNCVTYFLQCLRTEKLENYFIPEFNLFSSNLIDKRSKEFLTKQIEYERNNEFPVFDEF
The depositor's hits bear a star; x = no result given. Rule as the data show it, unless noted: active = inhibition above about 40%; inactive = the rest.

SMILES | mcGAS lum | NPYLR7 ag | hcGAS inh
COc1cccc(CO[C@]2(C(=O)NC3CC3)CC(OCc3cccc(OC(F)(F)F)c3)[C@H](O)[C@H](O)C2)c1 (stereo not given in full) | 1 | 0 | 9
CC1CCc2c(sc3[nH]c(=S)n(C4CCCC4)c(=O)c23)C1 (stereo not given) | x | 2 | -9
COC(C)(OC)c1ccc(C#N)c(SCc2csc(-c3c(F)cccc3F)n2)n1 | -7 | 3 | -6
CCCn1c(=O)c(C(=O)NCc2ccc(F)cc2)nn(-c2ccc(OC)c(OC)c2)c1=O | 0 | -4 | 0
O=C(CN1CCCCCC1=O)OCc1cc(=O)n2c(n1)sc1ccccc12 | -7 | 7 | -3
CC(C)CCNC(=O)CN(Cc1ccccc1)c1nc(Cc2ccc(Cl)cc2)ns1 | 0 | -3 | 2
O=C(NCCCN1CCCc2ccccc21)c1cn(Cc2ccccc2F)nn1 | -5 | 8 | 0
Cc1ccc(S(=O)(=O)N(Cc2c(-c3ccc(F)cc3)noc2N2CCN(C)CC2)CC2CCCO2)cc1 (stereo not given) | 0 | -6 | 3
Cc1c(Cl)c([N+](=O)[O-])nn1CC(=O)Nc1cc(Oc2cccnc2)cc([N+](=O)[O-])c1 | -4 | -1 | -7
CCc1nc(SC(C)c2nc3ccccc3c(=O)[nH]2)n[nH]1 (stereo not given) | -6 | 0 | -5
CNC(=S)N(Cc1ccc(OC)cc1)C1CC(=O)N(c2ccc(OC)cc2)C1=O (stereo not given) | x | -3 | -5
Cc1ccc(C=C2N=C(c3ccc(Cl)cc3)OC2=O)o1 | x | 0 | -11
O=C1CCC(NC(=O)c2ccccc2Sc2ccccc2)CN1 (stereo not given) | x | 0 | -6
O=C(NCCn1nc(-c2cccs2)ccc1=O)c1ccc(-c2ccccc2)cc1 | -7 | 4 | 1
COc1ccccc1/C=C1N=C(/C=C/c2ccccc2)OC/1=O | x | -2 | 1
C/C=C(\C)C(=O)N1CCC(c2nc(-c3ccccc3F)no2)CC1 | -7 | -1 | -5
O=C1NCC2(CCCN(C(=O)c3cnn(Cc4ccccc4)c3)CC2)O1 (stereo not given) | -9 | 5 | -4
Cc1cc(C)c2c(=O)[nH]c(SCC(=O)N(C)C)nc2n1 | -8 | -11 | -2
COc1ccc(CC2(CO)CCN(c3cc(N)ncn3)CC2)cc1 | x | 4 | -6
CC(C)OC(=NCCN1CCCC1)NC(=O)c1ccco1 | -3 | -3 | -5
COC(=O)C1=C(C)NC2=C(C(=O)CC(c3ccc(OC)cc3)C2)C1c1ccc([N+](=O)[O-])cc1 (stereo not given) | -4 | -1 | -6
COc1ccc2nc(-c3cccc(NC(=O)C(c4ccccc4)c4ccccc4)c3)cn2n1 | -8 | -8 | -2
Cn1ccnc1Sc1ccc(NC(=O)C2CC2c2cccnc2)cc1 (stereo not given) | x | 2 | -7
Cc1ccc(Oc2cc(C)nc(SCc3cc(F)ccc3F)n2)c(C)c1 | x | 0 | -4
CCCn1nc(NS(C)(=O)=O)c2cc3ccccc3nc21 | x | -4 | 26
CC(=O)Oc1c(-c2ccc(NC(=O)c3cccc(Br)c3)cc2)c(C(C)C)nn1-c1cccc(C)c1 | 1 | -10 | 0
CC(C)c1cc(-c2nnc3sc(-c4cccnc4)nn23)n[nH]1 | x | -14 | -1
Cc1ccccc1-c1cc(O)c2c(c1)CN(C(=O)c1cccc(=O)[nH]1)CCO2 | x | -10 | 2
Cc1ccc2nc(SCc3cccc([N+](=O)[O-])c3)nc(=O)n2c1 | -8 | 4 | -8
Cc1ccc(/C=C/c2nc(=S)n(CN(Cc3ccncc3)C3CC3)[nH]2)o1 | x | 6 | 5
CNC(=O)c1ccc(CN(C)C(=O)c2ccc(Br)o2)cc1 | x | -1 | -6
CCOC(=O)c1ccc(N=c2oc3c(OCC)cccc3cc2C(N)=O)cc1 | -2 | -5 | -2
c1cncc(Nc2nc(-c3cccs3)cs2)c1 | x | 6 | 1
Cc1cc(NC(=O)C(C)N2CCN(S(=O)(=O)c3ccc(Cl)c(C(F)(F)F)c3)CC2)on1 (stereo not given) | -3 | 2 | -11
Cc1c(Cl)cccc1-n1nnnc1-c1ccccc1Cl | x | 3 | -4
CNC(=O)Nc1ccc(-c2nc(N3CC4CCC(C3)O4)c3cnn(C4CCC5(CC4)OCCO5)c3n2)cc1 | -11 | -1 | -8
Cc1cc(C(=O)N2CCCC2(C)C(=O)NCC(C)C)nn1C(C)(C)C (stereo not given) | -7 | 5 | -14
CCCCOc1ccc(-c2cc3c(=O)n(CC(=O)NCc4ccc(Cl)cc4)ccn3n2)cc1 | -6 | 6 | -3
O=C(Cc1ccc(Cl)cc1)N1CCc2c(sc3[nH]c(=O)n(C4CCCCC4)c(=O)c23)C1 | -4 | 9 | -11
O=C(COC(=O)C12CC3CC(CC(C3)C1)C2)NCC1CCCO1 (stereo not given) | x | 0 | 3
COCc1cc(N2CCN(c3ccccc3F)CC2)nc(SCc2ccc(C(=O)NCc3ccc4c(c3)OCO4)cc2)n1 | -5 | 14 | -13
C=C(CC=NNc1ccc(S(N)(=O)=O)cc1[N+](=O)[O-])CCC=C(C)C | 2 | 2 | 7
Cc1cccc(NC(=O)Cn2c(O)c(N=NC(=O)c3ccccc3O)c3ccccc32)c1 | -4 | 2 | -2
COc1ncccc1CNC(=O)NCC(=O)Nc1c(C)cc(C)cc1C | x | 2 | -7
Cc1ccc(C(=O)O)cc1NC(=O)c1cc2cc(Br)ccc2oc1=O | -7 | -6 | -6
CC(=O)O[C@H]1CC[C@@]2(C)C(=CC[C@@H]3[C@H]2CC[C@]2(C)C(c4cccnc4)=CC[C@@H]32)C1 | -9 | 11 | -8
COc1cccc(C(O)c2ncc(-c3cccc(F)c3)[nH]2)c1 (stereo not given) | x | 2 | -11
CCC(CC)n1ncc2c1NC(=O)CC2c1cccc2nonc12 (stereo not given) | -11 | 0 | -2
O=C(O)CN1C(=O)NC2(CCCCC2)C1=O | x | -4 | -4
O=C(O)CCCN1C(=O)/C(=C\c2ccc(O)cc2)SC1=S | -1 | 61 | -4
Further records follow:
SMILES | mcGAS lum | NPYLR7 ag | hcGAS inh
CC(C)NC(=O)c1ccccc1OCc1ccc(F)cc1 | x | 1 | -10
CCN1CCCCC1CNC(=O)N1CCC(O)(C(F)(F)F)C1 (stereo not given) | x | 5 | -8
Cc1cccnc1C(NC(=O)C1CCN(CCOc2ccc(Cl)cc2Cl)CC1)c1ccc(Cl)cc1 (stereo not given) | -3 | 9 | -3
CC(C)CN1C(=O)c2ccccc2[C@H](C(=O)NCCCN2CCOCC2)[C@@H]1c1ccoc1 | x | -12 | -4
CCc1ccc(C2CC(c3ccc(F)cc3)=Nc3ncnn32)cc1 (stereo not given) | -2 | 1 | -5
CCC(=O)Nc1ccc(O)c(C(=O)N=c2sc3ccccc3n2C)c1 | -16 | -2 | -11
Cc1ccc(C)c(N=c2scc(C)n2N2CCOCC2)c1 | -8 | -6 | -5
CC(C)c1ccc(CC(=O)N2CCC2(C)C(=O)NC2CCCCCC2)cc1 (stereo not given) | x | 1 | -6
CN(C)CCN(C(=O)c1ccc(Cl)s1)c1nc2c(S(C)(=O)=O)cccc2s1 | -4 | -13 | 0
CC(C(=O)O)c1ccc2c(c1)[nH]c1ccc(Cl)cc12 (stereo not given) | x | -15 | 19

Random excerpt: 6 entries already listed, in no set order.
SMILES | mcGAS lum | NPYLR7 ag | hcGAS inh
CC(C)NC(=O)c1ccccc1OCc1ccc(F)cc1 | x | 1 | -10
CCC(=O)Nc1ccc(O)c(C(=O)N=c2sc3ccccc3n2C)c1 | -16 | -2 | -11
CC(C)c1ccc(CC(=O)N2CCC2(C)C(=O)NC2CCCCCC2)cc1 (stereo not given) | x | 1 | -6
CC(C)CN1C(=O)c2ccccc2[C@H](C(=O)NCCCN2CCOCC2)[C@@H]1c1ccoc1 | x | -12 | -4
CCN1CCCCC1CNC(=O)N1CCC(O)(C(F)(F)F)C1 (stereo not given) | x | 5 | -8
CCc1ccc(C2CC(c3ccc(F)cc3)=Nc3ncnn32)cc1 (stereo not given) | -2 | 1 | -5

(cont.)
SMILES | mcGAS lum | NPYLR7 ag | hcGAS inh
COc1nn(C)cc1C(=O)Nc1ccc(NC(C)=O)cc1 | x | 0 | -5
Cc1ccccc1C1=NOC(CN(Cc2ccccc2Cl)C(=O)NC(C)C)C1 (stereo not given) | -7 | 0 | -4
O=C(NCc1nc(-c2cccc(F)c2)c(-c2ccccn2)[nH]1)C1CCCCO1 (stereo not given) | x | -6 | 3
CCn1c(C2CCN(C(=O)CSc3ccccc3C)CC2)nn(C)c1=O | -13 | 9 | -6
COc1ccc(N=Cc2ccccc2I)cn1 | -5 | 8 | -7
O=C(CSc1ccc(-c2ccccc2)nn1)c1ccccc1 | -7 | 1 | 2
COc1ccc(OCC(O)CN(CCC(C)C)Cc2ccccc2C)cc1 (stereo not given) | -2 | 6 | 3
CCc1nc(C)nc(N2CCN(C(=O)c3ccccc3Cl)CC2)c1Cc1ccccc1F | -7 | 5 | -4
COc1cn(-c2cccc(C(F)(F)F)c2)nc1C(=O)NC(C)c1ccco1 (stereo not given) | x | 14 | -2
CCOC(=O)C1(C/C=C/c2ccccc2)CCCN(C(=O)CCN2CCCCO2)C1 (stereo not given) | x | -1 | -8
O=c1[nH]c2ccccc2n1C1CCN(S(=O)(=O)c2ccccc2)CC1 | x | -6 | -9
c1ccc(Nc2ncnc3[nH]ncc23)cc1 | x | 0 | -6
Cc1cc(C)c(S(=O)(=O)NCCn2cncn2)c(C)c1 | -8 | 0 | -9
S=c1[nH]nc(COc2ccccc2)n1-c1c(Cl)cccc1Cl | x | -9 | 0
CCc1noc(CNc2cccc(C(=O)N3CCCC(CO)C3)c2)n1 (stereo not given) | x | 3 | -9
O=C(NCC1CC(=O)N(C2CC2)C1)c1cccc2c1NCCC2 (stereo not given) | x | 5 | -9
COCCOC(=O)C1=C(C)N=c2sc(=Cc3ccco3)c(=O)n2C1c1ccccc1Cl (stereo not given) | -9 | 10 | -6
Cc1noc(C)c1C(=O)NCCc1csc(C2=CCCN(C)C2)n1 | -17 | 2 | -5
Cn1cnc2c(Nc3ccc(Cl)cc3)nccc21 | -5 | -3 | -3
Cc1ccc(OCCN2CCC2(C)C(=O)NC2CCc3ccccc32)cc1 (stereo not given) | x | 2 | -7

Four entries from above in a different format.
mol: Cc1noc(C)c1C(=O)NCCc1csc(C2=CCCN(C)C2)n1
  mcGAS lum: -17 | NPYLR7 ag: 2 | hcGAS inh: -5

mol: COCCOC(=O)C1=C(C)N=c2sc(=Cc3ccco3)c(=O)n2C1c1ccccc1Cl (stereo not given)
  mcGAS lum: -9 | NPYLR7 ag: 10 | hcGAS inh: -6

mol: CCc1noc(CNc2cccc(C(=O)N3CCCC(CO)C3)c2)n1 (stereo not given)
  mcGAS lum: x | NPYLR7 ag: 3 | hcGAS inh: -9

mol: Cc1ccc(OCCN2CCC2(C)C(=O)NC2CCc3ccccc32)cc1 (stereo not given)
  mcGAS lum: x | NPYLR7 ag: 2 | hcGAS inh: -7

(more compounds)
SMILES | mcGAS lum | NPYLR7 ag | hcGAS inh
COc1ccc(NC(=O)CCN(Cc2ccccc2)c2nc(-c3ccccc3)nc3cc(Cl)ccc23)cc1 | -5 | 19 | -8
N#Cc1ccc(CC(C#N)C(=N)C(C#N)C#N)cc1 (stereo not given) | x | 4 | -3
COc1cccc(CSc2nnc(C(C)NC(=O)c3ccccc3Br)n2-c2cc(Cl)ccc2Cl)c1 (stereo not given) | 1 | -7 | -1
CC(C)CC(C(=O)NCCN(C)C)N1C(=O)CSC1c1cccc(C(F)(F)F)c1 (stereo not given) | -7 | 6 | -7
CCCc1nc(C(=O)N2C[C@@H]3[C@H](C2)[C@H]2CC[C@@H]3O2)cs1 | x | 7 | -6
COc1cc(CNCCO)cc(Cl)c1OCc1ccc(Cl)cc1Cl | x | 2 | -2
COc1cccc(-c2nnn(CCOc3ccccc3)n2)c1 | -9 | 8 | -6
CC(=O)N1CCN(C(=O)C2COC3(CCCCC3)N2C(=O)c2ccc(F)cc2F)CC1 (stereo not given) | -6 | 0 | -1
COc1ccc(C2=NN(C(=O)c3cccc([N+](=O)[O-])c3)C(c3ccc(Br)cc3)C2)cc1 (stereo not given) | -6 | -3 | -7
CCOC(=O)c1ccc(Oc2nc(NC(C)C)nc(NC(C)CC)n2)cc1 (stereo not given) | x | 4 | -4
CCC(=O)N1c2ccccc2N=C2CC(C)(C)CC(=O)C2C1c1ccc(F)cc1 (stereo not given) | -8 | 2 | -3
O=C1CCC(C(=O)NC(c2ccccc2)c2ccccc2)=NN1 | x | -11 | -6
Cc1ccc(S(=O)(=O)N2CCN(c3cc(Oc4cccc(F)c4)ncn3)CC2)cc1 | 0 | -2 | 3

Source: PubChem (Fisher Drug Discovery Resource Center)
